TTR transcr act = activators of transthyretin transcription; SH-SY5Y TTR promoter Gaussia luciferase, luminescence; 100% = recombinant luciferase protein wells; activation, % at 16.7 µM; actives 1.3% (n = 92,000);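 active means activation above the mean of all tested compounds plus 3 SD, cut at about 9.5% in these data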;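 further: cells exposed to compounds for one day before reading; 0% = median of all test compound wells on the plate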
* marks the source's active call; other numbers are inactive results. Not all compounds are listed, so the mix of outcomes need not match the whole.

No.	compound	TTR transcr act
1	CCC1CCCCN1CCCNC(=O)C1CCN(c2ncnc3c2nc2n3CCCCC2)CC1 (stereo unspecified)	7.4
2	Clc1ccc(C2CC(c3cccs3)n3ncnc3N2)cc1 (stereo unspecified)	2.4
3	COc1ccc(NC(=O)Nc2c(O)ccc3ccccc23)cc1	1.5
4	N#C/C=C(/N)N1CCN(c2ccc(Cl)c(Cl)c2)CC1	1.6
5	CCn1c(-c2nonc2NC(=O)c2ccccc2)nc2ccccc21	0.0
6	CCOc1ccc(N=C2NC(=O)SC2CC(=O)OC)cc1 (stereo unspecified)	-1.7
7	Cc1ccc(-c2nc(N/N=C/c3cccc([N+](=O)[O-])c3)c3ccccc3n2)cc1	-0.6
8	COC(=O)c1sccc1NC(=O)c1ccoc1C	1.4
9	CC1(c2ccccc2)C(C#N)C(=O)NC(=O)C1C#N (stereo unspecified)	-0.5
10	O=C(CN1C(=O)CSc2cc(S(=O)(=O)N3CCCCCC3)ccc21)NCCc1ccccc1	-3.0
11	COc1ccc(Br)cc1/C=N/NC(=O)CNC(=O)c1cccnc1	-0.2
12	COC(=O)c1ccc(CSc2nc3ccccc3[nH]2)o1	5.5
13	CC(C)(C)c1ccc(C(CC(=O)O)NC(=O)C23CC4CC(CC(C4)C2)C3)cc1 (stereo unspecified)	-0.3
14	Cc1[nH]n(-c2ccccc2)c(=S)c1C=Nc1ccc([N+](=O)[O-])cc1	-0.3
15	CCCCN(CCCC)c1ccc(C(=O)c2ccccc2C(=O)O)c(O)c1	0.0
16	CCN(CC)c1ccc(/C=N/NC(=O)c2c[nH]c3ccccc23)cc1	-2.1
17	O=C(O)CCc1ccc(-c2cccs2)n1NC(=O)c1ccccc1Br	-0.5
18	O=C(Nc1cccc(C(=O)O)c1)/C(=C\c1ccccc1Cl)NC(=O)c1ccco1	-0.1
19	CC(=O)c1ccc(NC(=O)c2ccc(-n3cncn3)c([N+](=O)[O-])c2)cc1	-0.1
20	CCOCc1c(C(=O)OCC(=O)Nc2ccccc2C(N)=O)oc2ccccc12	-1.6
21	CCOc1ccc2nc(NC(NC(=O)CC)(C(=O)OC)C(F)(F)F)sc2c1 (stereo unspecified)	1.8
22	COc1cc(/C=C2\SC(=S)N(N(C)c3ccccc3)C2=O)ccc1O	4.7
23	Cc1ccc(N(CC(=O)N2CCCCCC2)S(C)(=O)=O)cc1Cl	1.6
24	CCN1C(=O)[C@H]2[C@@H](c3ccc(C)cc3)N[C@]3(CCCN(CC4CCCCC4)C3=O)[C@H]2C1=O	-0.1
25	O=C(c1ccccc1)C1CCN(C(=O)Nc2ccccc2)CC1	-0.6
26	Cc1cccc(NC(=S)Nc2ccc3cn[nH]c3c2)c1	1.5
27	Cc1cc(Br)cn2c(Cc3cccc(Cl)c3)c(-c3cccc(Cl)c3)nc12	-0.2
28	CC(NC(=O)C1CCCN1C(=O)OCc1ccccc1)c1ccccc1 (stereo unspecified)	5.5
29	O=C(COc1ncnc2sccc12)NC1CCS(=O)(=O)C1 (stereo unspecified)	-0.2
30	Cc1cccc(-n2c(O)c(C=Nc3cc(O)ccc3C)c3ccccc3c2=O)n1	0.7
31	CC(C)CNC(=O)OCc1cn(Cc2ccccc2C(F)(F)F)nn1	-0.2
32	O=C(NCc1ccccn1)C(=O)C1C(=O)Nc2ccccc21 (stereo unspecified)	1.4
33	Cc1c(CCOC(=O)C2C3CC4CC(C3)CC2C4)sc[n+]1CC(=O)c1ccc(Br)cc1 (stereo unspecified)	-0.1
34	c1ccc(Oc2cc(-c3ccccc3)nc(-c3ccccc3)n2)cc1	1.5
35	COc1ccccc1NS(=O)(=O)c1c(C)[nH]c(C)c1C(=O)N1CCCC1	-0.1
36	N#CC1=C(S)N(c2ccc(F)cc2)C2(CCCCC2)NC1=O	-2.2
37	CCOC(=O)C1=C(COC(=O)c2c(OC)cccc2OC)NC(=O)NC1C (stereo unspecified)	1.2
38	Cc1cccc(C(=O)Nc2ccc(O)c3c(=O)cc(-c4ccccc4Cl)oc23)c1	-1.9
39	CCCOc1ccc(N2C(=O)CC(N(Cc3ccco3)C(=O)CCC(=O)O)C2=O)cc1 (stereo unspecified)	-0.1
40	COc1ccccc1NNC(=O)C(O)(c1ccccc1)c1ccccc1	1.8
41	CC1(C)CC(=O)C2=C(C1)NC1=C(C(=O)c3ccccc31)C2c1cccnc1 (stereo unspecified)	-3.4
42	Clc1ccc(Cc2nnc(-c3ccccc3Br)o2)cc1	-0.6
43	CC(C)C[C@H](NC1(C(=O)NC2CCCCC2)CCN(C(=O)OC(C)(C)C)CC1)C(=O)NCCc1c[nH]c2ccccc12	7.1
44	Cc1ccc(NC(=O)C2OCCc3ccccc32)cc1C (stereo unspecified)	-1.2
45	O=C(O)c1cn[nH]c1-c1cccc([N+](=O)[O-])c1	-1.4
46	Cc1nc(Cl)c2oc3ccccc3c2n1	-0.3
47	C=CCC(CC=C)(NC(=O)c1ccccc1C)c1ccccc1	0.4
48	CC(C)(C)c1csc(NC(=O)CSC2=NCCS2)n1	-0.7
49	CCOC(=O)C1=CCN(S(=O)(=O)c2ccc(F)cc2)C1c1cccc(C)c1 (stereo unspecified)	0.5
50	Cc1ccccc1C(=O)N1CCC(C(=O)Nc2ccc3c(c2)OCCO3)CC1	-1.8

Going on with the list.
No.	compound	TTR transcr act
51	C[C@@H]1[C@@H](O)C[C@@]2(C[C@H](O)c3cc(Cl)cc(Cl)c3O2)O[C@H]1c1ccccc1Cl	-0.8
52	O=C(Nc1cccnc1Cl)c1cc([N+](=O)[O-])ccc1Cl	4.5
53	O=S1(=O)CCO[C@H]2Cc3ccccc3[C@H]2N1Cc1cccc(F)c1	3.6
54	COC(=O)c1cc2ccc(OC)cc2c2cc(OC)c(OC)cc12	-1.7
55	Cc1ccc(OCCC(=O)Nc2ccccc2C(=O)NC2CC2)cc1	0.2
56	Cc1cccc(/C=N\NC(=O)c2ccccc2-n2cccc2)c1	-1.3
57	C[C@@H]1CN([C@@H](C)CO)C(=O)CCCn2nncc2CO[C@@H]1CN(C)C(=O)Nc1ccccc1	0.2
58	Cc1cc(=O)n2nc(N3CCC(C(=O)NCc4cccnc4)CC3)sc2n1	3.9
59	CN(CC(=O)NCC1CCCCC1)S(=O)(=O)c1ccc(F)cc1	-0.8
60	CCOC(=O)c1c(NC(=O)CCc2ccc(CC)o2)sc(C)c1C	5.2
61	COc1ccccc1N1CCN(C(=O)C2CCN(C(=O)c3ccc(C(C)(C)C)cc3)CC2)CC1	-2.2
62	COc1ccccc1/C=C/C(=O)OCC(=O)c1c[nH]c2ccccc12	-1.2
63	CC(C)C(=O)N[C@H]1CCC2C3CC=C4C[C@@H](O)CC[C@]4(C)C3CC[C@@]21C (stereo partly specified)	-1.1
64	O=C(Cn1cnc2ccccc2c1=O)N1CCN(c2ccccc2)CC1	1.9
65	C/C(=N/NC(=O)c1cc(O)c(O)c(O)c1)c1ccc([N+](=O)[O-])cc1	-2.5
66	O=C(C(c1ccccc1)N1CCOCC1)N1CCOCC1 (stereo unspecified)	1.1
67	CCCNC(=O)c1cc(C2CCCN(C(=O)C3CC3)C2)on1 (stereo unspecified)	0.2
68	COC(=O)c1ccc(NC(=O)Nc2ccc(F)cc2F)cc1	-2.8
69	O=C(O)C1(Nc2ccc([N+](=O)[O-])cc2[N+](=O)[O-])CCCC1	-0.9
70	CC(=O)c1c(N2CCCCC2)nc(=O)n(-c2ccccc2)c1C	5.2

Three compounds out of the list above, arranged by their value in TTR transcr act, largest number first.
No.	compound	TTR transcr act
64	O=C(Cn1cnc2ccccc2c1=O)N1CCN(c2ccccc2)CC1	1.9
69	O=C(O)C1(Nc2ccc([N+](=O)[O-])cc2[N+](=O)[O-])CCCC1	-0.9
62	COc1ccccc1/C=C/C(=O)OCC(=O)c1c[nH]c2ccccc12	-1.2

(more compounds)
No.	compound	TTR transcr act
71	Cc1ccc(C(C)C)c(OCc2ccc(C(=O)N/N=C/c3ccc(O)cc3O)cc2)c1	2.0
72	CCC(CO)Nc1ncnc2c1cnn2-c1ccc(Cl)cc1 (stereo unspecified)	0.4
73	O=C(NN=C1CCCCC1)c1ccccc1-n1cccc1	-1.2
74	Cc1cccc(N2CCN(C(=O)c3ccc4c(c3)OCCO4)CC2)c1C	2.7
75	CC1=C(C)C(C)=C(C#N)C(=C(C#N)C#N)N1	2.8
76	COc1cc(/C=N/NC(=O)C(=O)/C=C2\NC(C)(C)Cc3ccccc32)ccc1O	-2.9
77	O=S(=O)(c1ccccc1)N1CCN(C(=S)Nc2ccccc2Cl)CC1	-0.5
78	CCCCN(C)CCNC(=O)c1nn(-c2ccc(OC)cc2)c(=O)c2c1c1ccccc1n2C	-2.2
79	COC(=O)[C@]12C[C@H](CC(=O)NCc3cccs3)C(=O)N(Cc3ccco3)C1=C[C@H](C1CCCC1)O[C@@H]2C	0.0
80	CSc1nsc(SCC(=O)Nc2nc3ccc(C)cc3s2)n1	2.1
81	Cc1cc2c(cc1C)N(Cc1ccccc1)C1=NCCCN12	0.5
82	CCOC(=O)C1=C(C)OC(N)=C(C#N)C1c1cc2c(cc1[N+](=O)[O-])OCO2 (stereo unspecified)	-2.3
83	CN(CCCn1ccc(NC(=O)OCc2ccccc2)nc1=O)CCc1ccccn1	-0.6
84	O=C(N/N=C/c1ccc(OCc2ccccc2)cc1)c1ccco1	1.9
85	Cc1ccccc1-n1c(O)c(/C=N/N2CCCCC2c2cccnc2)c(=O)[nH]c1=O (stereo unspecified)	2.5
86	CC(CCc1ccccc1)NC(=O)C(=O)NCCc1ccccc1 (stereo unspecified)	2.1
87	CCc1ccc(NC(=O)CCS(=O)(=O)c2ccc(Cl)cc2)cc1	-1.3
88	Cc1ccc2cccc(SCC(=O)N3CCOCC3)c2n1	0.6
89	CCOC(=O)COn1c(=O)c(-c2ccc(F)cc2)[n+]([O-])c2ccccc21	-1.5
90	OCCN(Cc1ccccc1)CC(O)COc1ccc(-c2ccccc2)cc1 (stereo unspecified)	-5.4
91	CCCCCC(C)n1[nH]c(=O)c2c(C)cc(C)nc21 (stereo unspecified)	-1.3
92	O=C(NC1CCCCC1)C(c1ccc(O)cc1)N(C(=O)c1cnccn1)c1cccc(F)c1 (stereo unspecified)	3.2
93	CCC(=O)NC(=S)NNC(=O)c1ccccc1[N+](=O)[O-]	3.6
94	CCCCN(C(=S)SC)C1CCS(=O)(=O)C1 (stereo unspecified)	-0.2
95	CCN(C[C@H]1N[C@@](C)(C(=O)OC)[C@H]2C(=O)N(C)C(=O)[C@@H]12)C(=O)C1CCCCC1	0.0
96	O=C(C1CC12CCCC2)N1CCC(CO)(Cc2ccccc2Cl)CC1 (stereo unspecified)	13.0*
97	CCCCCC(=O)N1C[C@H](O)[C@@H](n2cc(C3CC3)nn2)C[C@@H]1c1ccc(OC)cc1	2.7
98	COc1ccc(NC(=O)c2cc(SC)ccc2Cl)cc1	-2.2
99	CCCCNC(=O)C1c2ccccc2OCC(=O)N1Cc1ccccc1 (stereo unspecified)	-0.5
100	N#CCN1CCN(CC(=O)Nc2ccc(OCc3ccccc3)cc2)CC1	0.7

7 compounds already listed, arranged by length of the SMILES, rising.
No.	compound	TTR transcr act
94	CCCCN(C(=S)SC)C1CCS(=O)(=O)C1 (stereo unspecified)	-0.2
98	COc1ccc(NC(=O)c2cc(SC)ccc2Cl)cc1	-2.2
91	CCCCCC(C)n1[nH]c(=O)c2c(C)cc(C)nc21 (stereo unspecified)	-1.3
93	CCC(=O)NC(=S)NNC(=O)c1ccccc1[N+](=O)[O-]	3.6
96	O=C(C1CC12CCCC2)N1CCC(CO)(Cc2ccccc2Cl)CC1 (stereo unspecified)	13.0*
97	CCCCCC(=O)N1C[C@H](O)[C@@H](n2cc(C3CC3)nn2)C[C@@H]1c1ccc(OC)cc1	2.7
95	CCN(C[C@H]1N[C@@](C)(C(=O)OC)[C@H]2C(=O)N(C)C(=O)[C@@H]12)C(=O)C1CCCCC1	0.0

More compounds follow.
No.	compound	TTR transcr act
101	NNC(=O)c1ccc(N2CCc3ccccc32)c([N+](=O)[O-])c1	1.4
102	O=C(CNS(=O)(=O)c1ccc(C(=O)N2CCOCC2)cc1)N1CCOCC1	1.4
103	C/C(CC(=O)Nc1cccc(C(F)(F)F)c1)=N/NC(=O)C(=O)NCCO	1.2
104	CC(C)Sc1nc(N2CCOCC2)c2c(c1C#N)CC(C)(C)N(C)C2	4.5
105	COc1ccc(Nc2nc3ccccc3nc2NS(=O)(=O)c2cccs2)c(OC)c1	2.9
106	CC(C)(C)c1ccc(/C=N/N2CCN(c3ccccn3)CC2)cc1	-1.9
107	CS(=O)(=O)c1ccccc1C(=O)Nc1ccc2sccc2c1	-1.3
108	O=C(c1ccco1)N1CCC2CC1c1c(Cl)cccc12 (stereo unspecified)	0.8
109	CCCCNC(=O)[C@@H]1CCCN1S(=O)(=O)c1cccc2cccnc12	1.5
110	Cc1nc2ccc(S(=O)(=O)NCC(=O)Nc3ccc(F)cc3)cc2s1	1.9
111	Cc1ccc(C(C)C)c(OCC(=O)OCC(=O)c2c(N)n(C)c(=O)n(C)c2=O)c1	-1.0
112	COc1cccc(C=CC(=O)C=CC=Cc2ccccc2)c1	-0.9
113	COc1cccc(-c2nc(Cc3ccc(OC)c(OC)c3)no2)c1	0.1
114	Cc1nnsc1C(=O)NNc1c(Cl)cccc1Cl	2.4
115	COc1ccc(CCC(=O)NCCOc2ccccc2Cl)cc1	3.1
116	O=c1cc(CN2CCN(c3cccc(C(F)(F)F)c3)CC2)nc2sccn12	-0.9
117	CCOC(=O)c1c(C)nc2c(c1C)/C(=N/O)CC(C)(C)C2	-2.5
118	CCCn1c(=N)n(CC(=O)c2ccc([N+](=O)[O-])cc2)c2ccccc21	-3.2
119	O=C(CCC1CCCN(C(=O)c2cccs2)C1)N1CCN(c2ccccn2)CC1 (stereo unspecified)	-1.5
120	CN(C)S(=O)(=O)c1cccc(NC(=S)N/N=C/c2ccc(O)c(O)c2O)c1	-1.8
121	O=C(OC(C(=O)NCC1CCCO1)c1ccc(F)cc1)c1ccco1 (stereo unspecified)	0.3
122	Cc1ccc(NC(=O)COC(=O)Cc2cccs2)c(Br)c1	-1.6

Screening data as filed in PubChem BioAssay.
